D1 potentiator – human D1 dopamine receptor positive modulation; P21728; AID 504651; actives 0.036% (n = 360,000); potentiation, % at 10 µM; HEK293 TREx D1 cells, calcium flux, dopamine EC20 potentiation; in the data active means potentiation above about 30%; further: 0% is about no effect
Target sequence (P21728 whole entry, looked up): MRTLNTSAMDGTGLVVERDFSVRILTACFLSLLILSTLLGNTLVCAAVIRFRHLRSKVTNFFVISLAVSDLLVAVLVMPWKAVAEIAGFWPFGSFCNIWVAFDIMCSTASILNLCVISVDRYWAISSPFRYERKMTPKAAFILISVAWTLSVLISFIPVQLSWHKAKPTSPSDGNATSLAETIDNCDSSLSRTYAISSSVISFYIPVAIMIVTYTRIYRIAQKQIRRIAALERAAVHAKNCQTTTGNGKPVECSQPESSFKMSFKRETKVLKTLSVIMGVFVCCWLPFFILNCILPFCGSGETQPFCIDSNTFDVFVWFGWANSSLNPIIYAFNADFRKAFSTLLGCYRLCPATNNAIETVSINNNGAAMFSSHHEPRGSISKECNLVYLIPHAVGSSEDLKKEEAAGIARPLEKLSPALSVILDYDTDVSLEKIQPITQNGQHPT
D2 potentiator – positive allosteric modulators of human D2 dopamine receptor | actives 0.34% (n = 340,000) | HEK293 T-REx D2, calcium flux, EC20 dopamine potentiation | AID 485347 | P14416 | potentiation, % at 10 µM;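 active means potentiation over 3 SD above the plate norm, cut at about 30% in these data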; further: 0% is about no effect
Target sequence (P14416 whole entry, looked up): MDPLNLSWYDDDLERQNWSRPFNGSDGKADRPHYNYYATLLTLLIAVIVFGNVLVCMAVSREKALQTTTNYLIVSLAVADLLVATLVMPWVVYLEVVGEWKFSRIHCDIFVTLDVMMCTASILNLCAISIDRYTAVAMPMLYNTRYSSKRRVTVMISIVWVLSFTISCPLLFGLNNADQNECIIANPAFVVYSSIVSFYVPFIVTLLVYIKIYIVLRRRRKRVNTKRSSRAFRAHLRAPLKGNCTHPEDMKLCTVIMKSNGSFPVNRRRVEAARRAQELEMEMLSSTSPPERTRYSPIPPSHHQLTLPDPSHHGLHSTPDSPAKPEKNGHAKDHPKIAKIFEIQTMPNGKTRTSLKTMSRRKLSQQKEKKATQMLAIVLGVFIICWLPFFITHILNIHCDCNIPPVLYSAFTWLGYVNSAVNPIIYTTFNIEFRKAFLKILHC
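Using a no-wash calcium dye in inducible, force-coupled HEK293 Trex cells expressing D2, we tracked fluorescence each second for 180 s after compound, then for 180 s after EC20 dopamine to detect augmented signalling.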
D2 antag – antagonizes the human D2 dopamine receptor. P14416. HEK293 TREx D2 cells, calcium flux, dopamine EC80. inhibition, % at 10 µM. actives 2% (n = 340,000). AID 485344; in the data active means inhibition above about 30%; further: 0% is about no effect
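Calcium flux kinetic readout in an inducible HEK293 TREx D2 line plated overnight at 30 C. After 180 s compound exposure, an EC80 dopamine challenge follows with another 180 s kinetic read to detect antagonism.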
RXFP1 antag – antagonists of human relaxin receptor RXFP1 | HEK293-RXFP1, relaxin-stimulated cAMP HTRF, 30 min; hits give low values | activity change, negative = inhibition, % at 57.5 µM | actives 0.59% (n = 350,000) | AID 1259400;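 active means activity change of -60% or lower, but not beyond a set lower limit; inconclusive means change between -60% and -40%, or beyond the set limit; inactive means change above -40%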; further: on the % scale 0 is the no-effect control and ±100 the full control effect
TRHR enhancer – allosterically enhances the human TRH receptor | P34981 | TRHR cells, fluo-8 calcium fluorescence, EC20 TRH enhancement | enhancement, % at 2 µM | actives 0.66% (n = 360,000); in the data active means enhancement above about 30%; further: 0% is about no effect
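Enhancer read-out: after compound pinning and an initial kinetic agonist-mode read, an EC20 of TRH (10 nM final) was injected and fluo-8 calcium signal (Ex 480/Em 530) followed at 1 s/cycle for 100 cycles in TRHR-expressing cells.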
D2 ag – activates the human D2 dopamine receptor; P14416; HEK293 T-REx D2 cells, calcium flux agonist mode; activation, % at 2 µM; actives 0.53% (n = 340,000); AID 485358;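 active means activation over 3 SD above normal in the single-dose calcium agonist read, cut at about 30% in these data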; further: 0% is about no effect
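In this primary screen, compounds producing a positive calcium signal within 180 s of addition to tetracycline-induced, force-coupled HEK293 Trex D2 cells are flagged; cells are dye-loaded with a no-wash calcium kit beforehand.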
D1 antag – blocks dopamine activation of the human D1 receptor; P21728; HEK293 TREx D1 cells, calcium flux, dopamine EC80; hits give low values; activity change, negative = inhibition, % at 10 µM; actives 3.2% (n = 360,000); AID 504652; in the data active means activity change below about -30%; further: on the % scale 0 is the no-effect control and ±100 the full control effect
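Calcium flux readout: force-coupled, inducible Hek293 Trex D1 line, cells induced overnight at 30 C with tetracycline, dye-loaded 30–90 min at RT. Antagonism scored against EC80 dopamine challenge given 180 s after compound.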
D1 agonist – activates the human D1 dopamine receptor; HEK293 T-REx D1 cells, calcium flux, agonist mode; activation, % at 2 µM; actives 1% (n = 360,000); AID 504660; in the data active means activation above about 30%; further: 0% is about no effect
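Tetracycline-induced HEK293 TREx D1 cells, force-coupled to calcium signalling, were dye-loaded with a no-wash calcium kit. Compound was pin-added after a 10 s baseline. Fluorescence was read kinetically at 1 cycle/s for 180 s, with calcium rises flagged as agonism.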
RXFP1 agonist – activates the human relaxin receptor RXFP1 | actives 0.3% (n = 370,000) | Q9HBX9 | HEK293T-RXFP1 cAMP TR-FRET, 30 min; response scale: percent of porcine relaxin response, buffer zero | Potency, µM (highest dose often 57.5 µM), for inactives: at the top dose activation, most hits filed as activators; active means well fitted activation curve with a large enough effect; inconclusive means small, poorly fitted or top-dose-only effect; further: potency means the concentration at half of the fitted maximal effect; on the % scale 0 is the no-effect control and ±100 the full control effect; nearly all actives have a fitted effect of over 60% in size; many of its hits are not listed in these tables
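Agonist response is measured as cAMP accumulation in an RXFP1-transfected HEK293T line under PDE4 inhibition. Values are scaled between buffer-only and 29 nM porcine relaxin, and EC50s come from standard Hill equation fits.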
An asterisk follows results filed as active; & = joins results of further samples. These rows are one share of the data, so the mix of outcomes need not match the whole.

Screening O=C(Nc1ccc(C(=O)O)cc1)/C(=C/c1cccc(Br)c1)NC(=O)c1ccco1 returned D1 potentiator -8, D2 potentiator -3, D2 antag 8, RXFP1 antag 0, TRHR enhancer -6, D2 ag 10, D1 antag -11, D1 agonist 3 and RXFP1 agonist 0.2%.
COc1ccc(-c2cc(-c3nnc(COC(=O)c4ccc(O)cc4)o3)c3ccccc3n2)cc1OC was read as D1 potentiator 6, D2 potentiator -2, D2 antag -9, RXFP1 antag 8, TRHR enhancer 10, D2 ag 1.4, D1 antag -11, D1 agonist 3 and RXFP1 agonist 3.0%.
Screening CN(C)CCN(C(=O)c1ccc(S(=O)(=O)N(C)C)cc1)c1nc2cc3c(cc2s1)OCCO3 returned D1 potentiator 2, D2 potentiator -7, D2 antag -3, RXFP1 antag 2, TRHR enhancer -1, D2 ag 0.5, D1 antag 5, D1 agonist 2 and RXFP1 agonist 0.0%.
`CCCn1c2c(c(=N)c3c1CCC3)CCCC2` gave D1 potentiator -2, RXFP1 antag -5, TRHR enhancer 26, D1 antag -2, D1 agonist 1 and RXFP1 agonist 1.7%.
`CCOC(=O)c1nnn(-c2nc(OC)nc(N(C)C)n2)c1-c1ccccc1` gave D1 potentiator 1, D2 potentiator -1, D2 antag 5, RXFP1 antag 6, TRHR enhancer 1, D2 ag -1.9, D1 antag -3, D1 agonist 0 and RXFP1 agonist 1.4%.
`O=C(Nc1nc2ccc(Cl)cc2s1)c1ccc(Br)o1` gave D1 potentiator -2, D2 potentiator -21, D2 antag 0, RXFP1 antag -20, TRHR enhancer 0, D2 ag -0.2, D1 antag 0, D1 agonist 2 and RXFP1 agonist -0.1%.
For COCCn1nnnc1C(c1cccs1)N1CCN(c2cc(C)ccc2C)CC1 (stereo not drawn) the results were D1 potentiator -9, D2 potentiator -15, D2 antag 2, RXFP1 antag 5, TRHR enhancer -7, D2 ag -0.1, D1 antag -11, D1 agonist 2 and RXFP1 agonist 1.1%.
For Cc1ccc2[nH]c(=O)c(CNC(C)C)cc2c1 the results were D1 potentiator -1, D2 potentiator 8, D2 antag -7, RXFP1 antag -19, TRHR enhancer -5, D2 ag 0.2, D1 antag -5, D1 agonist 0 and RXFP1 agonist 0.4%.
Screening COc1ccccc1N1CCN(C(=O)CN(CCc2ccccc2)S(C)(=O)=O)CC1 returned D1 potentiator 0, D2 potentiator 26, D2 antag 3, RXFP1 antag -8, TRHR enhancer 12, D2 ag -1.3, D1 antag 7, D1 agonist 9 and RXFP1 agonist 0.5%.
For COc1cc(C2C(S(=O)(=O)c3ccccc3)CON2C)ccc1OCc1ccc(F)cc1 (stereo not drawn) the results were D1 potentiator -7, RXFP1 antag -11, TRHR enhancer 4, D1 antag -24, D1 agonist 2 and RXFP1 agonist -0.1%.
`O=C(CSc1nnnn1C1CCCCC1)Nc1ccc(F)cc1` gave D1 potentiator -4, D2 potentiator -3, D2 antag 5, RXFP1 antag 2, TRHR enhancer -6, D2 ag 0.2, D1 antag -8, D1 agonist 0 and RXFP1 agonist 1.5%.
Screening Cc1ccc(C(=O)Nc2cnc3ccccn3c2=O)cc1 returned D1 potentiator -4&-13, D2 potentiator 10&0, D2 antag -3, RXFP1 antag -3&1, TRHR enhancer -3&7, D2 ag -0.3, D1 antag 0&-4, D1 agonist 1&4 and RXFP1 agonist 11%&-1.9%.
O=C(O)c1cccc(Nc2c([N+](=O)[O-])c(=O)oc3ccccc23)c1 was read as D1 potentiator -3, D2 potentiator 15, D2 antag -7, RXFP1 antag 9, TRHR enhancer -8, D2 ag -0.3, D1 antag 26, D1 agonist -1 and RXFP1 agonist 1.9%.
Screening COc1cccc(OC)c1C(=O)Nc1cccc(C(C)=O)c1 returned D1 potentiator -2, D2 potentiator -1, D2 antag -5, RXFP1 antag -7, TRHR enhancer -9, D2 ag -1.3, D1 antag 5, D1 agonist -3 and RXFP1 agonist 1.1%.
For COc1cccc(CNS(=O)(=O)c2ccc3c(c2)C(C(C)C)C(=O)N3)c1 (stereo not drawn) the results were D1 potentiator -4, D2 potentiator 5, RXFP1 antag -6, TRHR enhancer -5, D2 ag 0.3, D1 antag -9, D1 agonist 14 and RXFP1 agonist -5.1%.

An excerpt from above in order of heavy-atom count, lowest first.
Screening COc1cccc(OC)c1C(=O)Nc1cccc(C(C)=O)c1 returned D1 potentiator -2, D2 potentiator -1, D2 antag -5, RXFP1 antag -7, TRHR enhancer -9, D2 ag -1.3, D1 antag 5, D1 agonist -3 and RXFP1 agonist 1.1%.
O=C(O)c1cccc(Nc2c([N+](=O)[O-])c(=O)oc3ccccc23)c1 was read as D1 potentiator -3, D2 potentiator 15, D2 antag -7, RXFP1 antag 9, TRHR enhancer -8, D2 ag -0.3, D1 antag 26, D1 agonist -1 and RXFP1 agonist 1.9%.
For COc1cccc(CNS(=O)(=O)c2ccc3c(c2)C(C(C)C)C(=O)N3)c1 (stereo not drawn) the results were D1 potentiator -4, D2 potentiator 5, RXFP1 antag -6, TRHR enhancer -5, D2 ag 0.3, D1 antag -9, D1 agonist 14 and RXFP1 agonist -5.1%.

The results go on.
Screening O=C(O)C1CCN(S(=O)(=O)c2ccc(Oc3ccccc3)cc2)CC1 returned D1 potentiator 11, D2 potentiator -1, D2 antag 6, RXFP1 antag 14, TRHR enhancer 2, D2 ag 0.2, D1 antag 20, D1 agonist 5 and RXFP1 agonist 2.0%.
Screening CC1(C(=O)O)COC(c2ccc(Cl)cc2)OC1 (stereo not drawn) returned D1 potentiator -3, D2 potentiator 12, D2 antag 14, RXFP1 antag -3, TRHR enhancer 1, D2 ag 0.5, D1 antag 10, D1 agonist 1 and RXFP1 agonist 0.6%.
O=C(CCNC(=O)C1CCN(S(=O)(=O)c2ccc(F)cc2)CC1)Nc1nccs1 was read as D1 potentiator 2, D2 potentiator 0, D2 antag 16, RXFP1 antag 17, TRHR enhancer 4, D2 ag -0.3, D1 antag 7, D1 agonist 1 and RXFP1 agonist -0.4%.
`CCOc1ccccc1NC(=O)c1oc2ccccc2c1NC(=O)C1CC1` gave D1 potentiator -1, D2 potentiator 13, D2 antag -6, RXFP1 antag -1, TRHR enhancer -4, D2 ag -0.2, D1 antag 25, D1 agonist 4 and RXFP1 agonist 16%.
Screening CCN(CC(=O)Nc1ccccc1OC)C(=O)c1ccc(NC(=O)c2cccs2)cc1 returned D1 potentiator 2, D2 potentiator 0, D2 antag 16, RXFP1 antag -10, TRHR enhancer -2, D1 antag -17, D1 agonist 1 and RXFP1 agonist 0.0%.
Screening O=C(c1cccnc1NCc1ccc(F)cc1)N1CCOCC1 returned D1 potentiator 3, D2 potentiator 5, D2 antag -1, RXFP1 antag -4, TRHR enhancer 1, D2 ag 0.8, D1 antag 17, D1 agonist 2 and RXFP1 agonist -0.9%.
For CC(=O)c1cccc(CN2CCN(CC(C)C)C(CCO)C2)c1 (stereo not drawn) the results were D1 potentiator -7, D2 potentiator -12, D2 antag 6, RXFP1 antag -5, TRHR enhancer 1, D2 ag -0.5, D1 antag -8, D1 agonist 3 and RXFP1 agonist -1.2%.
Screening CCCCNC(=O)/C(C#N)=C/c1ccc(F)cc1F returned D1 potentiator -10, D2 potentiator 4, D2 antag -7, RXFP1 antag -15, TRHR enhancer 4, D2 ag 3.5, D1 antag -52*, D1 agonist 2 and RXFP1 agonist -1.0%.
CCOC(=O)N/N=C/c1ccc(F)cc1 was read as D1 potentiator 2, D2 potentiator -3, D2 antag -9, RXFP1 antag 9, TRHR enhancer 19, D2 ag 1.1, D1 antag 4, D1 agonist 1 and RXFP1 agonist -1.0%.
`Cn1ncc2c(NCc3ccc(Cl)cc3)ncnc21` gave D1 potentiator 0, D2 potentiator 12, RXFP1 antag 6, TRHR enhancer 2, D2 ag 0.0, D1 antag -7, D1 agonist 2 and RXFP1 agonist 6.6%.
For CCOc1cc(/C=N/n2cnnc2)ccc1OCC(=O)Nc1ccccc1OC the results were D1 potentiator -6, D2 potentiator 5, D2 antag -21, RXFP1 antag -9, TRHR enhancer -2, D2 ag -1.7, D1 antag -21, D1 agonist 0 and RXFP1 agonist 0.9%.
Screening CN(CCC1CCCCO1)C(=O)CCc1nnc(Cc2c[nH]c3ccccc23)o1 (stereo not drawn) returned D1 potentiator -9, D2 potentiator -2, D2 antag -18, RXFP1 antag -8, TRHR enhancer 15, D2 ag -0.2, D1 antag 2, D1 agonist 3 and RXFP1 agonist 0.6%.
COc1cc2c(cc1NC(=O)COc1ccc3ccccc3c1)oc1ccccc12 was read as D1 potentiator -1, D2 potentiator 6, RXFP1 antag -10, TRHR enhancer 5, D1 antag 4, D1 agonist 2 and RXFP1 agonist 18%.
CCNC(=O)C1CN(S(=O)(=O)c2ccccc2)CCN1S(=O)(=O)c1ccccc1 (stereo not drawn) was read as D1 potentiator -4, D2 potentiator 3, D2 antag 2, RXFP1 antag 21, TRHR enhancer 2, D2 ag -0.4, D1 antag -4, D1 agonist 3 and RXFP1 agonist -0.2%.
Screening COc1cc([N+](=O)[O-])ccc1NC(=O)NCc1ccco1 returned D1 potentiator -6, D2 potentiator -1, D2 antag 20, RXFP1 antag -1, TRHR enhancer -2, D2 ag -0.5, D1 agonist -1 and RXFP1 agonist -0.2%.
Screening CCCCCCC(=O)N/N=C/c1ccc(Br)cc1 returned D1 potentiator -7, D2 potentiator 2, D2 antag 13, RXFP1 antag -15, TRHR enhancer 3, D2 ag 0.4, D1 antag 16, D1 agonist 1 and RXFP1 agonist 2.7%.
Screening COC(=O)c1cn(NC(=O)CCC2CCCC2)c(=O)c2ccccc12 returned D1 potentiator 1, D2 potentiator -7, D2 antag 30, RXFP1 antag 1, TRHR enhancer 5, D2 ag 1.3, D1 antag 7, D1 agonist 2 and RXFP1 agonist 0.2%.
Screening COc1ccc(-c2nnc(NC(=O)CS(=O)(=O)c3ccc(Cl)cc3)o2)c(OC)c1 returned D1 potentiator 0, D2 potentiator 3, D2 antag 7, RXFP1 antag inconclusive, TRHR enhancer -3, D2 ag -0.1, D1 antag -8, D1 agonist 5 and RXFP1 agonist 1.7%.
`CCCCCSc1nnc(N)s1` gave D1 potentiator -1, D2 potentiator 1, D2 antag 21, RXFP1 antag 1, TRHR enhancer -2, D2 ag -1.1, D1 antag -5, D1 agonist 0 and RXFP1 agonist 4.1%.
For CCn1cc(C(=O)NCCc2ccccc2C)c(=O)c2ccc(C)nc21 the results were D1 potentiator 0, D2 potentiator 2, D2 antag -5, RXFP1 antag -1, TRHR enhancer 5, D2 ag 1.8, D1 antag -22, D1 agonist 5 and RXFP1 agonist 3.3%.
`O=C(CSc1ccccc1)N1CCCC(Nc2ccccc2)C1` (stereo not drawn) gave D1 potentiator 5, D2 potentiator 6, D2 antag -2, RXFP1 antag 2, TRHR enhancer 6, D2 ag 0.4, D1 antag -5, D1 agonist 0 and RXFP1 agonist 0.0%.

Compound activity deposited in PubChem BioAssay by National Center for Advancing Translational Sciences (NCATS).
